Screens deposited in PubChem BioAssay by several laboratories.
TRPC4 agonist: TRPC4 (mouse) channel activation; Q9QUQ5; HEK293 TRPC4beta/mu-opioid, Fluo4 calcium fluorescence; stronger effect = higher value; B-score at 10 µM; 310,000 tested, 0.49% active;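 active = B-score above 5 SD of library B-scores, and initial fluorescence ratio not above library mean plus 5 SD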;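 note: positive B-score marks a calcium rise read as TRPC4 activation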
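Incubation: 45 min room-temperature Fluo4 loading, 110 s read / System: HEK293 cells stably co-expressing mouse TRPC4beta and mu-opioid receptor / Signal: Fluo4 fluorescence, kinetic / Control set: buffer (low) and maximal DAMGO (high) / Measure: integrated baseline-normalised fluorescence ratio, converted to per-well B score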
AI-2 QS modul: modulates the Vibrio harveyi AI-2 quorum sensing system | 300,000 tested, 0.4% active | AID 2094 | activity change, % at 7.5 µM | Vibrio harveyi JMH597 AI-2 luminescence/OD600 ratio, 9 h; stronger effect = lower value; strain lacks LuxN and CqsS sensors; 0 = neutral-control median; in the data active = activity change below about -75%, passing the limit was not always enough;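 note: luminescence divided by OD600 gain over 9 h not by final OD600 alone; inactives centre near 13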
TRPC4 block: blocks the mouse TRPC4 cation channel | Q9QUQ5 | HEK293 TRPC4beta/mu-opioid, DAMGO-evoked Fluo4 calcium flux; stronger effect = lower value | B-score at 10 µM | 300,000 tested, 0.39% active | AID 2247;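 active = B-score over 3 SD under the library average, no early fluorescence shift, positive overall ratio signal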
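Assay system: HEK293 cells with stable TRPC4beta plus mu-opioid receptor expression; Probe or stimulus: DAMGO in two steps, submaximal then maximal; Dosing: single-point compound dosing; Measured by: Fluo4 calcium-dye fluorescence, kinetic read; Read-out basis: B score from integrated Fluo4 fluorescence ratio.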
TRPC6 act: activators of mouse TRPC6 channel; HEK293-TRPC6 membrane potential dye fluorescence; stronger effect = higher value; AID 2550; Q61143; B-score at 10 µM; 310,000 tested, 0.13% active;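 active = B-score of the integrated fluorescence ratio above library mean plus 3 SD, and starting fluorescence ratio within library mean plus 5 SD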;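 note: higher score means more depolarization so channel activation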
PolyA inhibitor: inhibitors of polyadenylation in S. cerevisiae. calls only at 12 µM. S. cerevisiae SKY197-pL101 polyadenylation reporter, beta-gal luminescence; efflux-impaired pdr1/pdr3 knockout yeast; score 100 = 6 SD above DMSO. AID 1875. 300,000 tested, 0.02% active;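 active = lowest replicate activity score at least 50, where 100 means six control SD above control mean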;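 note: yeast exposed to compound for 9 h at 30 °C; higher score means more reporter readthrough which indicates perturbed polyadenylation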
MrgX1 antag: blocks BAM8-22 activation of human MrgX1 receptor; MRGX1-HEK293 calcium flux, Fluo-4, BAM8-22 antagonism; stronger effect = lower value; B-score at 10 µM; 310,000 tested, 1.3% active; AID 588676;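 active = calcium-response B-score plate-corrected more than 3 library SD below zero, starting fluorescence within 5 deviations, no agonist response on first addition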;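 note: peak minus trough fluorescence over baseline after final BAM8-22 challenge near maximal dose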
Target sequence (Q96LB2 whole entry, looked up): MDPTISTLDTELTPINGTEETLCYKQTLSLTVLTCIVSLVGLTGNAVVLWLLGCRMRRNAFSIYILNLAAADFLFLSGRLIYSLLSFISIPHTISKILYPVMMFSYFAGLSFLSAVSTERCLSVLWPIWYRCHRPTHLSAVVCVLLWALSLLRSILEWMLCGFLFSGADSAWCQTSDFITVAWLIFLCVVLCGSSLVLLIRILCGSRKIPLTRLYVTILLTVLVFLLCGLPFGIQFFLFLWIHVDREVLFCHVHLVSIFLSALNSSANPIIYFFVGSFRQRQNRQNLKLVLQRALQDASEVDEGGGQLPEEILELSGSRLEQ
MrgX1 agonist: agonists of human MrgX1 receptor; AID 588627; 310,000 tested, 0.44% active; MrgX1-HEK293 cells, Fluo-4 calcium fluorescence, agonist mode; stronger effect = higher value; B-score at 10 µM; Q96LB2;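 active = calcium response B-score plate-corrected fluorescence ratio at least 3 library SD, with starting fluorescence B-score inside 5 SD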
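Material: MrgX1-expressing HEK293 cells / Dosing: compound as first of three additions / Incubation: overnight seeding, then 1 h dark dye loading / Signal: Fluo-4 NW calcium fluorescence / Evaluation: B-scored fluorescence response ratio / Benchmarks: positive and negative control wells on each plate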
TRPC4 PAM: allosterically enhances the mouse TRPC4 cation channel; Q9QUQ5; HEK293 TRPC4beta/mu-opioid, DAMGO EC20, Fluo-4 Ca2+ flux; stronger effect = higher value; B-score at 10 µM; 310,000 tested, 0.42% active;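 active = B-score of calcium response area above 5 SD of library B-scores, with initial fluorescence ratio within 5 SD of library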;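 note: B-score of integrated fluorescence ratio over time as area under calcium response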
MrgX1 PAM: human MrgX1 positive allosteric modulation, primary screen. B-score at 10 µM. Q96LB2. 310,000 tested, 0.63% active. MrgX1-HEK293, Fluo-4 calcium flux, FDSS; stronger effect = higher value. AID 588675;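 active = plate-corrected calcium response at least 3 library SD above typical, normal starting fluorescence, not activating the receptor alone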;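 note: compound read alongside a low EC10 to EC30 dose of BAM8-22 agonist; peak minus trough fluorescence over baseline measured at the second addition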
HIF act: HIF pathway transcriptional activation. U2OS HRE-luciferase reporter, luminescence; normalized: DMSO 0%, desferrioxamine 100%. activation, % at 7.5 µM (by protocol). 300,000 tested, 0.32% active. AID 1910;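 active = mean activation of at least 10% of the iron chelator positive control signal, with at least half of replicates also reaching 10%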
TRPC6 inh: blocks the mouse TRPC6 cation channel | AID 2553 | Q61143 | B-score at 10 µM | HEK293-TRPC6, membrane potential dye, ACh-evoked depolarization; stronger effect = lower value | 310,000 tested, 1.1% active;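 active = B-score under library mean minus 3 SD, initial fluorescence not abnormally high, positive integrated signal ratio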;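 note: B-score derived from integrated fluorescence ratio over the kinetic read; more negative B-score means stronger inhibition of depolarization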
* marks the source's active call; other numbers are inactive results; i = inactive; x = no result given. Some of the compounds tested (hit frequency here may not be typical).

SMILES	TRPC4 agonist	AI-2 QS modul	TRPC4 block	TRPC6 act	PolyA inhibitor	MrgX1 antag	MrgX1 agonist	TRPC4 PAM	MrgX1 PAM	HIF act	TRPC6 inh
C(=N\N1CCN(c2ccccc2)CC1)/c1ccccc1	i	33.1	i	i	i	i	i	i	i	2.9	i
Cn1nc2c3ccccc3n(Cc3ccccc3)c2nc1=S	i	0.9	i	i	i	i	i	i	i	1.4	i
CN1C(=O)N(C)C2C1N(C)S(=O)(=O)N2C (configuration not stated)	i	14.6	i	i	i	i	i	i	i	-0.2	i
Cc1cccc(NC(=O)CSc2nc(NS(=O)(=O)c3ccccc3)cc(=O)[nH]2)c1	i	18.1	i	i	i	i	i	i	i	0.3	i
Cn1c(N)nc2ccccc2c1=O	i	10.2	i	i	i	i	i	i	i	0.2	i
O=S1(=O)CC(NCc2ccccc2)C(Nc2ccccc2)C1 (configuration not stated)	i	21.6	i	i	i	i	i	i	i	-0.6	i
N#Cc1cc(-c2ccc(Cl)cc2)cn(Cc2c(Cl)cccc2Cl)c1=O	i	1.5	i	i	x	i	i	i	i	-0.2	i
O=C(NCc1ccccc1)NC1(C(=O)N2CCN3CCCC3C2)CCCCC1 (configuration not stated)	i	-3.6	i	i	i	i	i	i	i	-0.2	i
CC(C)OP(=O)(c1ccc(N(C)C)cc1)C(O)c1c(Cl)cccc1Cl (configuration not stated)	i	8.0	i	i	i	i	i	i	i	-0.8	i
CC(=O)Nc1ccc(S(=O)(=O)N2CCC3(CC2)CC(=O)c2ccccc2O3)cc1	i	16.0	i	i	i	i	i	i	i	-0.2	i
Cc1cc(C(=O)NC2CC(C)(C)Cc3c2cnn3-c2ccccc2)n(C)n1 (configuration not stated)	i	18.4	i	i	i	i	i	i	i	0.2	i
Cc1ccc(/C=C2/SC(=S)N(CCCC(=O)Nc3cc([N+](=O)[O-])ccc3O)C2=O)cc1	i	14.3	i	i	i	i	i	i	i	-2.2	i
COc1cccc(-c2nc(NCc3ccccc3)c3ccccc3n2)c1O	i	-0.7	i	i	i	i	i	i	i	-0.9	i
O=C(NCC1CCCO1)Nc1ccccc1 (configuration not stated)	i	-7.7	i	i	i	i	i	i	i	0.6	i
Fc1ccc(C2c3[nH]c4ccccc4c3CCN2CCCn2cccn2)cc1 (configuration not stated)	i	10.4	i	i	i	i	i	i	i	-0.1	i
Cc1cc(=O)n2[nH]c(-c3cccc(Cl)c3)cc2n1	i	18.1	i	i	i	i	i	i	i	0.5	i
COc1cc(C(=O)Nc2ccncc2)cc(OC)c1OC	i	-2.3	i	i	i	i	i	i	i	-0.5	i
O=C(COc1ccccc1Cl)NCC(c1cccs1)N1CCOCC1 (configuration not stated)	i	21.6	i	i	i	i	i	i	i	-17.5	i
COc1ccc2cc(/C=N/O)c(Cl)nc2c1	i	22.6	i	i	i	i	i	i	i	2.5	i
CC1(C)Oc2ccc(NC(=O)C3COc4ccccc4O3)cc2O1 (configuration not stated)	i	-3.7	i	i	i	i	i	i	i	-1.7	i
COC(=O)c1ccccc1NC(=O)NCc1ccncc1	i	0.0	i	i	i	i	i	i	i	-0.4	i
CCc1ccccc1NC(=O)COC(=O)C1C2CC3OC(=O)C1C3C2 (configuration not stated)	i	17.2	i	i	i	i	i	i	i	0.9	i
C=CCNC(=S)N1CCN(S(=O)(=O)c2ccc(C)cc2)CC1	i	10.9	i	i	i	i	i	i	i	-0.1	i
COc1ccc(/C(C)=N/OC/C(O)=C(\C#N)c2nc3ccccc3[nH]2)cc1OC	i	8.9	i	i	i	i	i	i	i	0.2	i
NC(=O)c1ccc(C(=O)N/N=C(/Cc2ccccc2)c2ccccc2)cc1	i	10.9	i	i	i	i	i	i	i	1.1	i
CCOC(=O)CC1Sc2ccccc2NC1=S (configuration not stated)	i	34.2	i	i	i	i	i	i	i	0.0	i
O=C(CCCc1nc(-c2ccccc2Cl)no1)N1CCOCC1	i	26.3	i	i	x	i	i	i	i	0.0	i
Cc1ccc(CNC(=O)CN2C(=O)COc3ccc(S(=O)(=O)N4CCCCC4)cc32)o1	i	14.8	i	i	i	i	i	i	i	0.2	i
O=C(C1CC(=O)N(c2ccc(F)cc2)C1)N1CCN(c2ccccc2)CC1 (configuration not stated)	i	27.6	i	i	i	i	i	i	i	-1.1	i
CCC1(C)Cc2c(sc3nc(NC)n(C)c(=O)c23)CO1 (configuration not stated)	i	8.2	i	i	i	i	i	i	i	-0.1	i
CC1CCN(C(C)C(=O)Nc2ccccc2-c2ccccc2)CC1 (configuration not stated)	i	44.2	-7*	i	i	i	i	i	i	-1.4	i
COc1cc(CNC(C)C23CC4CC(CC(C4)C2)C3)ccc1OCC(=O)NC(C)(C)C (configuration not stated)	i	7.4	i	i	i	i	i	i	i	-1.6	i
O=C(NCc1ccco1)C1CCCN(c2ncnc3c2nc2n3CCCCC2)C1 (configuration not stated)	i	11.0	i	i	i	i	i	i	i	0.4	i
COc1ccc(C(=O)NC(C(=O)NCc2ccccc2OC)C(C)C)cc1 (configuration not stated)	i	31.6	i	i	i	i	i	i	i	0.6	i
COc1cccc(/C=N/NC(=O)c2[nH]c(C)c(C(=O)N/N=C/c3cccc(OC)c3)c2C)c1	i	10.8	i	i	i	i	i	i	i	-1.0	i
CCCCn1c(N)c(N(CC(C)C)C(=O)c2cc(S(=O)(=O)N3CCCCC3)ccc2C)c(=O)[nH]c1=O	i	9.0	i	i	i	i	i	i	i	0.1	i
CCOC(=O)c1sc(N2N=C(C)C(N=Nc3cccc(C)c3)C2=O)nc1C (configuration not stated)	i	36.3	i	i	i	i	i	i	i	-0.2	i
CCCCc1nnc(NC(=O)c2ccccc2OCc2c(C)noc2C)s1	i	27.5	i	i	i	i	i	i	i	1.9	i
Nc1cc(CN2C(=O)c3ccccc3C2=O)cc(Cl)c1O	i	24.1	i	i	i	i	i	i	i	0.2	i
O=C(CC1CCCCC1)NCCOc1ccccc1	i	6.1	i	i	i	i	i	i	i	0.3	i
CC(C)COC(=O)Nc1nnc(Cc2ccccc2)s1	i	-4.4	i	i	i	i	i	i	i	1.0	i
Cc1ccccc1C(=O)c1c[nH]c(C(=O)NCCCn2ccnc2)c1	i	-1.5	i	i	i	i	i	i	i	-0.3	i
COc1ccc(NC(=O)Cn2c(=O)n(-c3ccc(OC)cc3OC)c(=O)c3c(C)c(C)sc32)cc1	i	-2.1	i	i	i	i	i	i	i	-0.6	i
COc1cc2[nH]c(=S)n(Cc3cccs3)c(=O)c2cc1OC	i	7.7	i	i	i	i	i	i	i	0.1	i
Cc1ccc2c(c1)cc(CN(Cc1ccco1)S(=O)(=O)c1ccccc1)c1nnnn12	i	8.7	i	i	i	i	i	i	i	0.0	i
Cc1ccc(NC(=O)c2cn(-c3cccc(C)n3)cn2)cc1	i	25.3	i	i	i	i	i	i	i	2.3	i
COC(=O)C1CN(C(=O)c2ccc(OC(F)F)cc2)c2ccccc2O1 (configuration not stated)	i	16.2	i	i	i	i	i	i	i	-5.5	i
CC(C)NCC(O)(c1ccc(Cl)cc1)c1ccc(Cl)cc1	i	2.3	i	i	i	i	i	i	i	0.0	i
Cc1csc(CN(C)C(=O)c2cn(Cc3cccc4ccccc34)nn2)n1	i	14.4	i	i	i	i	i	i	i	1.0	i
COc1ccccc1-c1cc(C(=O)Nc2cc(C)nn2-c2ccccc2)no1	i	10.1	i	i	i	i	i	i	i	0.3	i

Reprinted from the part before: two compounds, followed by the next part.
SMILES	TRPC4 agonist	AI-2 QS modul	TRPC4 block	TRPC6 act	PolyA inhibitor	MrgX1 antag	MrgX1 agonist	TRPC4 PAM	MrgX1 PAM	HIF act	TRPC6 inh
Cc1csc(CN(C)C(=O)c2cn(Cc3cccc4ccccc34)nn2)n1	i	14.4	i	i	i	i	i	i	i	1.0	i
COc1ccccc1-c1cc(C(=O)Nc2cc(C)nn2-c2ccccc2)no1	i	10.1	i	i	i	i	i	i	i	0.3	i
O=C(NCc1cccc(C(F)(F)F)c1)C1CC(c2c(Cl)cccc2Cl)=NO1 (configuration not stated)	i	17.3	i	i	i	i	i	i	i	-1.3	i
O=C(O)Cn1ccc2ccccc21	i	15.3	i	i	i	i	i	i	i	-0.3	i
COC(=O)CCN(C(=O)c1cc(OC)c(OC)c(OC)c1)c1ccccn1	i	5.2	i	i	i	i	i	i	i	0.0	i
O=C(N=C1SC2CS(=O)(=O)CC2N1c1ccccc1)C1CC1 (configuration not stated)	i	47.4	i	i	x	i	i	i	i	-0.3	i
CC(C)N(CC#CCC(O)(c1ccccc1)c1ccccc1)C(C)C	i	13.2	i	i	i	i	i	i	i	-0.3	i
COc1ccc(N2CCN(C(CNC(=O)c3ccc4c(c3)OCO4)c3ccco3)CC2)cc1 (configuration not stated)	i	10.5	i	i	i	i	i	i	i	0.3	i
CN(C)c1ccc(C(CC(=O)O)NC(=O)c2ccc(Cl)cc2)cc1 (configuration not stated)	i	24.4	i	i	i	i	i	i	i	0.4	i
CCn1c(SCC(=O)NCc2ccc(C)cc2)nnc1-c1ccncc1	i	26.5	i	i	i	i	i	i	i	0.2	i
O=c1cc(N2CCOCC2)[nH]c(=O)n1-c1ccc(Br)cc1	i	12.7	i	i	i	i	i	i	i	-0.4	i
O=C(COc1ccc(Cl)cc1)NNC(=O)CSc1nncs1	i	21.3	i	i	i	i	i	i	i	0.2	i
COc1cc2[nH]c(=O)n(CCC(=O)N3CCN(Cc4ccccc4)CC3)c(=O)c2cc1OC	i	11.8	i	i	i	i	i	i	i	0.0	i
Cc1nc2ccc(F)cc2cc1C(=O)NC(C)C	i	-9.1	i	i	i	i	i	i	i	0.2	i
COc1ccc(C2c3ccc(O)cc3Oc3ncn(Cc4ccccc4)c(=N)c32)cc1OC (configuration not stated)	i	0.1	i	i	i	i	i	i	i	-0.3	i
CCc1ccc(NC(=O)c2cnc3n(c2=O)CCS3)cc1	i	-5.8	i	i	i	i	i	i	i	3.5	i
